# From PubChem BioAssay
# Ecoli viability: counter-screen for AddAB inhibitors: E. coli growth inhibition; E. coli V3065 growth, OD600 absorbance, 18 h; inhibition, % at 11.9 µM; hit rate 0.27% among 330,000;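 active means inhibition above the campaign's mean inhibition across all tested compounds plus 3 SD, cut at about 9.9% in these data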;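 further: uninfected addAB+ strain grown without phage in ampicillin broth; 0% = DMSO wells and 100% = ciprofloxacin 0.95 µg/ml wells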
# Tat transport: inhibitors of E. coli Tat protein transport; E. coli MC4100 TorA-mCherry Tat export, fluorescence; inhibition, % at 10 µM; hit rate 0.036% among 340,000;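 active means mean replicate inhibition at least 50% and at least half of replicates individually reaching 50%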;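 further: exported cargo escapes ClpAP degradation while cytoplasmic cargo is degraded and loses fluorescence; 0% = median of neutral control wells and 100% = median of NaSCN control wells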
# Mot1-301 SUMO: inhibitors of SUMOylation pathway: yeast Mot1-301 growth rescue. S. cerevisiae Mot1-301 growth rescue, ATP luminescence, 38.5C; percent above DMSO median, 100 means doubled. growth rescue, % at 18.8 µM. hit rate 1% among 320,000. AID 2716;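 active means every valid replicate shows activation above 250% relative to neutral control wells; inactive means the rest, any valid replicate at or below 250%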;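 further: OY570 slx delta 5 strain wells were the positive control but not used for scaling; some compounds called inactive have numbers as strong as hits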
# AddAB inh: less growth of phage-infected E. coli with AddAB. hit rate 0.29% among 330,000. inhibition, % at 11.9 µM. E. coli expressing H. pylori AddAB, absorbance growth; in the data active means inhibition above about 12%;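 further: 0% = vehicle wells of infected cells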
# phage Ecoli inh: E. coli growth loss with phage present | growth absorbance | inhibition, % at 11.9 µM | hit rate 0.26% among 360,000 | AID 651602; in the data active means inhibition above about 11%
# Arr AP2 block: blocks beta-arrestin peptide binding to AP2 adaptin. FITC-arrestin peptide / GST-AP2 beads, flow cytometry; AP2 beta2 appendage carries R879A mutation. inhibition, % at 10 µM. hit rate 0.31% among 340,000;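 active means inhibition above a set limit, near 3 SD of compounds lacking own fluorescence, cut at about 54% in these data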;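 further: plate controls were DMSO wells for no effect and 5 µM unlabelled arrestin peptide for full effect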
#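 system = GST-tagged AP2 beta2-adaptin appendage (R879A) on 4 µm glutathione beads | reagent = FITC-labelled arrestin peptide probe, 50 nM final | schedule = compound with beads 12 min RT, then probe 1 h RT | signal = HyperCyt-sampled flow cytometry, FL1 channel, ex 488/em 535 nm | read-out = percent response from loss of bead-bound FITC fluorescence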
# PfHsp90 yeast 2: inhibits growth of yeast expressing Plasmodium falciparum Hsp90; hit rate 0.32% among 310,000; S. cerevisiae expressing PfHsp90, BacTiter-Glo ATP, 48 h; yeast lacking PDR1 and PDR3 efflux regulators; inhibition, % at 9.4 µM;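 active means every replicate shows inhibition above about 80%, whatever the replicate mean, limit read from the data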;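 further: 0% = DMSO neutral controls and 100% = 20 µM radicicol positive controls; yeast relying on Plasmodium falciparum Hsp90 in place of its own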
# PKA-R1A activ: PKA-R1A complex activation. P00514+P68181. PKA-R1A dissociation, Cy5-IP20 fluorescence polarization; scaled: DMSO 0%, 113 µM cGMP 100%. activation, % at 11.4 µM. hit rate 0.083% among 340,000. AID 504707;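 active means percent activation above the mean of all tested compounds plus 3 SD, cut at about 19% in these data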;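 further: higher means more PKAc released from R1A so a rise in polarization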
# OPRM1-OPRD1 ag: agonists of human mu-delta opioid receptor heterodimerization; P35372+P41143; cells, OPRM1-OPRD1 heterodimerization, luminescence; activation, % at 9.3 µM; hit rate 0.3% among 340,000; in the data active means activation above about 18%;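 further: 0% = vehicle-treated cells and 100% = reference agonist; values of inactives mirror those of a sister screen read the other way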
# Target sequence (P35372 whole entry, looked up): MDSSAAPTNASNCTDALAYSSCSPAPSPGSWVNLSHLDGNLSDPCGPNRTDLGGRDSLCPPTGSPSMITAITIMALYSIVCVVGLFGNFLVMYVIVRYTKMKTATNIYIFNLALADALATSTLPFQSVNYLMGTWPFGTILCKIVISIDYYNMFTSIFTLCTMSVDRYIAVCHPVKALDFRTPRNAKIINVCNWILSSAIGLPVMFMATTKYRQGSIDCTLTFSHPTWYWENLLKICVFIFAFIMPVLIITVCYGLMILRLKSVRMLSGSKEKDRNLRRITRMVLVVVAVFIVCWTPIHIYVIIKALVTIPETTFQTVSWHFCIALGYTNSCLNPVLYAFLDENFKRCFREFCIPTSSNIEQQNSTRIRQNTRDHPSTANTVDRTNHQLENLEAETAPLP
# Target sequence (P41143 whole entry, looked up): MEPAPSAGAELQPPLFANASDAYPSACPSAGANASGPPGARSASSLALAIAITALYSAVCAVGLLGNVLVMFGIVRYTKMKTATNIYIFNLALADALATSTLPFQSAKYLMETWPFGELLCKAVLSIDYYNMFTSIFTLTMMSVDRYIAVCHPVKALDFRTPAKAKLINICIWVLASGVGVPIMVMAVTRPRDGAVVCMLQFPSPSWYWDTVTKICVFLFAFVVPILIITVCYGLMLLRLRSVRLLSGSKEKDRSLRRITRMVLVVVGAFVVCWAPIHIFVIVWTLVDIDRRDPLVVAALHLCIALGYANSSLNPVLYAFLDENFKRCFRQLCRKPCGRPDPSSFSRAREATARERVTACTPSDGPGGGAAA
# OPRM1-OPRD1 inv: mu-delta opioid heterodimer inverse agonism; P35372+P41143; cell-based MOR-DOR heterodimer luminescence; inhibition, % at 9.3 µM; hit rate 0.21% among 340,000; AID 504357; in the data active means inhibition above about 22%, passing the limit was not always enough;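 further: 0% = cells with DMSO and 100% = wells without cells with DMSO; values of inactives mirror those of a sister screen read the other way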
# Pemphigus Ab inh: blocks pemphigus antibody binding to human desmoglein-3; DSG3-coupled beads, scFv-anti-DSG3-GFP binding, flow cytometry; active compounds read low; binding (percent of control), % at 10 µM; hit rate 0.48% among 310,000;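 active means binding more than 3 SD below its plate's average and above zero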;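 further: hits lower antibody fragment binding to DSG3; some compounds called inactive have numbers as strong as hits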
# * hit, by the source's call; i = inactive; nt = not tested or not shown.
smiles	Ecoli viability	Tat transport	Mot1-301 SUMO	AddAB inh	phage Ecoli inh	Arr AP2 block	PfHsp90 yeast 2	PKA-R1A activ	OPRM1-OPRD1 ag	OPRM1-OPRD1 inv	Pemphigus Ab inh
O=C(CCS(=O)(=O)c1ccc(Br)cc1)N1CCCCCC1	-1.5	-4	-4	3.4	2.4	21	3	4	-3.4	18	88
Cc1ccc(-c2nnc(NCCCO)c3ccccc23)cc1	1.6	-6	-6	1.7	4.4	12	-34	5	-2.5	12	90
COc1cc(CNc2ncn[nH]2)ccc1OCC(=O)NC(C)(C)C	3.8	10	72	2.7	1.4	6	-30	3	-0.5	2	93
O=C(CSc1nnc(-c2ccccc2)n1-c1ccc(Cl)cc1)N/N=C/c1ccccc1C(=O)O	0.7	2	316	1.9	1.7	2	2	-4	0.9	-5	104
C/C(=N\NC(N)=S)C1C2C3CC4C5CC(C42)C1C53 (centres undefined)	0.2	3	57	2.2	3.5	8	-6	7	-2.1	10	103
O=C(c1ccccc1NS(=O)(=O)c1ccc(Br)s1)N1CCOCC1	-1.7	-1	-26	1.0	0.5	6	14	4	-3.4	17	95
Cc1c([N+](=O)[O-])cc(C(=O)Oc2ccc(Br)cc2C(=S)N2CCCCC2)cc1[N+](=O)[O-]	0.1	-5	i	0.7	-1.2	1	-28	5	4.4	-23	94
CC(C)[C@H](NC(N)=O)C(=O)Nc1cccc(S(=O)(=O)N2CCOCC2)c1	0.9	-7	nt	0.7	2.3	-9	10	20*	0.7	-3	99
CCc1sc(C(=O)Nc2cccc(C(C)=O)c2)cc1C	-0.2	2	18	1.4	5.7	14	2	0	-0.4	2	113
CC(C)c1ccc(S(=O)(=O)N(C)C2(C)CCS(=O)(=O)C2)cc1 (centres undefined)	-0.8	2	-8	-0.7	2.5	-15	20	-1	0.0	0	111
Cc1cccc(N2C(=O)CC(N3CCN(c4cccc(C(F)(F)F)c4)CC3)C2=O)c1 (centres undefined)	3.0	24	10	4.2	3.8	-1	2	-2	1.1	-5	98
CNC(=O)COC(=O)c1ccc(-c2nc3ccccc3s2)s1	-1.7	0	-56	-1.4	0.2	26	nt	-6	-0.7	4	98
Cc1ccc(S(=O)(=O)CCC(=O)Oc2ccc3c(C)cc(=O)oc3c2)cc1	2.8	-2	18	2.5	2.5	21	-112	-3	-0.9	6	101
CC(=O)N1CCN(c2ccc(NC(=O)c3ccc(Br)o3)cc2Cl)CC1	2.1	16	2	2.0	3.8	3	-26	8	-1.0	5	90
COc1ccccc1N1C(=O)Cc2ccccc2C1=O	-0.9	-7	13	-0.4	-0.6	13	-19	-1	-1.1	6	99
CCNC(=O)CC1C(=O)N(c2ccc(F)cc2)C(=O)N1CCc1ccc(OC)cc1 (centres undefined)	0.5	-5	-9	-0.4	2.7	3	8	1	-1.3	7	102
Cc1cc(NC(=O)CCC(=O)N(CC(=O)NC2CCCC2)c2ccc3c(c2)OCCO3)no1	1.6	-1	-4	1.4	3.3	13	9	-7	-0.1	1	92
Cc1noc(C)c1CCC(=O)NC1CCCN(Cc2ccc(Cl)cc2)C1 (centres undefined)	-0.6	14	-5	3.2	2.4	-4	14	-4	1.0	-5	nt
COc1cc(C2C(=O)c3ccccc3C2=O)ccc1O	0.6	4	-16	3.5	2.2	7	-23	-1	1.8	-10	107
S=C(NCc1ccccc1)NCc1ccc2c(c1)OCO2	0.3	-6	0	-0.3	2.1	3	22	-10	-0.5	3	102
O=c1[nH]c2ccc(S(=O)(=O)N3CCN(C4CCCCC4)CC3)cc2[nH]c1=O	0.4	0	1	2.0	1.6	-3	15	-6	-0.6	3	101
COc1ccc(C(=O)N/N=C\c2coc3ccccc3c2=O)cc1	1.1	1	8	1.9	3.5	12	17	4	-1.7	9	104
COc1ccc(S(=O)(=O)N(C)c2ccc(C(=O)NCC3CCCO3)cc2)cc1OC (centres undefined)	1.7	4	-16	1.5	1.2	18	5	-12	-1.4	8	nt
Cc1c(N/C=C/C(=O)C(F)(F)F)c(=O)n(-c2ccccc2)n1C	-1.1	8	-13	1.0	5.2	3	-18	3	-2.8	14	103
Cc1ccc(-c2nnc(N3CCCCC3)c3ccccc23)cc1S(=O)(=O)N(C)C	-1.6	6	10	0.9	2.2	4	nt	-6	0.0	0	106

# Part of the list above in order of length of the SMILES, high to low.
smiles	Ecoli viability	Tat transport	Mot1-301 SUMO	AddAB inh	phage Ecoli inh	Arr AP2 block	PfHsp90 yeast 2	PKA-R1A activ	OPRM1-OPRD1 ag	OPRM1-OPRD1 inv	Pemphigus Ab inh
Cc1cc(NC(=O)CCC(=O)N(CC(=O)NC2CCCC2)c2ccc3c(c2)OCCO3)no1	1.6	-1	-4	1.4	3.3	13	9	-7	-0.1	1	92
O=c1[nH]c2ccc(S(=O)(=O)N3CCN(C4CCCCC4)CC3)cc2[nH]c1=O	0.4	0	1	2.0	1.6	-3	15	-6	-0.6	3	101
COc1ccc(S(=O)(=O)N(C)c2ccc(C(=O)NCC3CCCO3)cc2)cc1OC (centres undefined)	1.7	4	-16	1.5	1.2	18	5	-12	-1.4	8	nt
Cc1ccc(S(=O)(=O)CCC(=O)Oc2ccc3c(C)cc(=O)oc3c2)cc1	2.8	-2	18	2.5	2.5	21	-112	-3	-0.9	6	101

# 3 compounds from above, arranged by their value in OPRM1-OPRD1 ag, highest first.
Structure	OPRM1-OPRD1 ag
CCc1sc(C(=O)Nc2cccc(C(C)=O)c2)cc1C	-0.4
Cc1ccc(S(=O)(=O)CCC(=O)Oc2ccc3c(C)cc(=O)oc3c2)cc1	-0.9
C/C(=N\NC(N)=S)C1C2C3CC4C5CC(C42)C1C53 (centres undefined)	-2.1

# (further entries)
smiles	Ecoli viability	Tat transport	Mot1-301 SUMO	AddAB inh	phage Ecoli inh	Arr AP2 block	PfHsp90 yeast 2	PKA-R1A activ	OPRM1-OPRD1 ag	OPRM1-OPRD1 inv	Pemphigus Ab inh
COc1ccc(CNC(=O)c2ccc(CS(=O)(=O)Cc3ccccc3F)o2)cc1	0.4	5	6	0.8	0.1	-11	-8	3	-2.9	15	97
O=C(Nc1cccc(-c2cn3cccnc3n2)c1)c1ccc(Br)o1	0.4	12	-15	1.8	2.7	2	nt	-12	0.0	0	127
O=C(NCc1ccco1)C1c2ccccc2Oc2ccccc21	1.8	-1	57	0.9	-2.5	-3	-1	-11	-0.9	5	96
Fc1ccccc1-c1nc(NCc2ccco2)c2ccccc2n1	0.3	2	-25	2.8	3.6	13	-11	-1	-0.1	1	107
CCCn1c(C)cc(C(=O)CSc2nc3ccccc3c(=O)n2Cc2ccco2)c1C	-2.3	1	-10	1.4	2.9	5	2	5	0.8	-4	120
O=C(Nc1ccc(Cl)cc1F)C1CC1c1ccccc1 (centres undefined)	-1.2	9	28	1.4	0.3	-6	12	-5	3.2	-16	118
COc1cccc(-c2nn(-c3ccc(C)cc3)cc2C(=O)NCC(c2cccs2)N2CCOCC2)c1 (centres undefined)	-1.6	3	-10	-2.9	3.6	23	-9	9	2.5	-16	103
CN(C)c1ccc(/C=N/N=C2/NC(=O)/C(=C/c3ccc([N+](=O)[O-])cc3)S2)cc1	-0.1	7	14	2.8	-0.2	-2	nt	9	-0.7	4	93
CN1CCN(Cc2cccc(Oc3ccccc3)c2)CC1	-3.5	1	18	-0.8	3.4	-14	36	2	-1.0	5	84
COc1ccc(C)cc1NC(=O)CCN1CC(C)OC(C)C1 (centres undefined)	5.5	-1	6	0.2	-0.7	2	6	-6	6.1	-33	102
O=C(NCc1ccc2c(c1)OCO2)c1cccnc1Cl	-0.6	1	6	1.4	3.9	-10	4	-4	1.2	-7	107
O=[N+]([O-])c1ccc2nc(-c3ccccc3)n(OCc3ccc(Cl)cc3)c2c1	0.4	-4	31	3.3	-1.2	-4	10	-11	0.6	-3	99
S=C(NCc1ccco1)NCC(c1ccco1)N1CCCCC1 (centres undefined)	0.9	4	-14	0.0	4.9	2	10	-7	-0.9	5	105
CN(Cc1cnccn1)C(=O)C1CCC(=O)N(CCc2ccc(Cl)cc2)C1 (centres undefined)	0.1	-4	14	0.8	2.2	-11	-2	10	-2.6	14	nt
COc1ccc(NC(=O)CCNS(=O)(=O)c2ccc(Cl)c([N+](=O)[O-])c2)cc1S(N)(=O)=O	-1.1	-5	-10	1.2	1.1	21	-24	-12	1.8	-13	nt
CCS(=O)(=O)c1nc2ccccc2n1CC(=O)N1CCCCC1	-0.5	-5	27	3.8	0.5	-3	33	2	nt	nt	nt
CCOC(=O)C1(CCOc2ccccc2)CCN(C(=O)c2ccc(-n3cccn3)cc2)CC1	-1.7	8	11	1.2	3.6	13	-6	-8	1.5	-7	103
COc1cc(OC)cc(C(=O)OCCCOC(=O)c2cc(OC)cc(OC)c2)c1	-1.1	4	-8	1.1	0.4	23	1	0	0.4	-2	117
O=C(Nc1cccc(Cl)c1)c1ccc(NCCCN2CCOCC2)c([N+](=O)[O-])c1	2.9	7	19	2.4	3.5	8	35	-12	0.0	0	106
Cc1cc(C(=O)NN=C2CCCCCC2)c(C)o1	-0.9	1	-5	-0.1	2.3	5	8	-12	-1.2	6	90
COC(=O)c1c(NC(=S)NNS(=O)(=O)c2ccc(OC)cc2OC)sc2c1CCCCCC2	nt	5	-10	nt	1.3	19	-37	-2	3.6	-25	105
COc1ccc(/C=N/Nc2nccnc2Cl)cc1	2.9	-6	1	2.9	-0.3	-12	3	-9	-1.1	7	105
COc1ccc2[nH]cc(C(=O)CN3CCN(C(=O)c4ccco4)CC3)c2c1	0.5	-4	104	4.4	0.9	-2	7	-10	-2.9	14	102
O=C(NCCCN1CCOCC1)c1ccc2c(=O)n(Cc3cccc(Br)c3)c(=S)[nH]c2c1	-0.9	-6	-7	0.9	nt	18	6	3	0.2	-2	nt
COc1cc(/C=C/C(=O)OCC(=O)NCCCc2ccccc2)ccc1O	-1.6	12	-1	-1.7	-2.6	-15	-1	-1	-0.5	2	108
CCOc1ccc(NC(=S)N2CCC(NC(=O)c3ccccc3)CC2)cc1	-0.8	-1	-5	1.4	-0.5	12	-12	2	-1.3	8	nt
Cc1ccc(N2C(=O)/C(=C/c3ccco3)SC2=S)cc1	-1.9	0	-6	2.8	1.8	nt	15	3	2.3	-11	98
CCC(=O)N(Cc1cc(=O)[nH]c2ccccc12)C1CCCCC1	1.0	3	-19	0.6	3.3	6	nt	0	-2.3	13	96
CC(Sc1nc(C(F)(F)F)nc2ccccc12)C(=O)NC1CCCC1 (centres undefined)	nt	-4	nt	nt	0.4	-9	nt	4	-3.4	17	100
